hIAP inh: human IAP inhibition. purified IAP, CDP-Star luminescence, 30 min. inhibition, % at 10 µM. actives 0.12% (n = 330,000);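 active = inhibition reaching a set limit with compound at 10 µM in the primary screen, cut at about 35% in these data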;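 note: plate controls were DMSO wells with enzyme for no effect and no-enzyme buffer wells for full effect; values of inactives mirror those of a sister screen read the other way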
Target sequence (P09923 whole entry, looked up): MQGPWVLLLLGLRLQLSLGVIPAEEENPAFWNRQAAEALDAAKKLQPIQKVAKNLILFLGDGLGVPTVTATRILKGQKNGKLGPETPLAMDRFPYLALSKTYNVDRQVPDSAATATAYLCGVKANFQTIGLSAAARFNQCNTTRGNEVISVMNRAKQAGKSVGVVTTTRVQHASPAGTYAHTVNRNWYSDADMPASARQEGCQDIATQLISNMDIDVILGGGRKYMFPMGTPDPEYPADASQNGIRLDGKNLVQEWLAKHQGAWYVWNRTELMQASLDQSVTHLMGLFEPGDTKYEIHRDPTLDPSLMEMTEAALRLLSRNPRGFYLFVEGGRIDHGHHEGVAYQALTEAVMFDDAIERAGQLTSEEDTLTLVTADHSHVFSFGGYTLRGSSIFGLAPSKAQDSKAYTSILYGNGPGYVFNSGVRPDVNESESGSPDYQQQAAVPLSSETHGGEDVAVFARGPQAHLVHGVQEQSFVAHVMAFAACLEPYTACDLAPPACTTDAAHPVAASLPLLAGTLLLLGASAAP
A3A deaminase: blocks human APOBEC3A ssDNA deamination. recombinant A3A, FAM/TAMRA ssDNA deamination fluorescence. inhibition, % at 20 µM. AID 493011. actives 0.41% (n = 330,000);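 active = at least 40% inhibition at 20 µM here, with at most 30% in a related deaminase screen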;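 note: plate controls were A3A with DMSO for no effect and wells lacking A3A enzyme for full effect; some results filed as inactive read as strong as hits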
mIAP inh: blocks mouse intestinal alkaline phosphatase | purified mouse IAP, CDP-Star luminescence, 30 min | inhibition, % at 10 µM | actives 0.2% (n = 330,000);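 active = inhibition of at least 40% at 10 µM in the primary screen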;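 note: plate controls were DMSO with enzyme for no effect and no enzyme wells for full effect; values of inactives mirror those of a sister screen read the other way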
beta cell repl: MIN6 beta-cell proliferation induction | MIN6 cells proliferation, ATPlite luminescence, 48 h; cells starved in 0.2% serum; 100% = growth in 10% serum | proliferation, % at 10 µM | actives 0.29% (n = 330,000);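 active = compounds whose signal lies at least 3.5 SD above the mean of all wells on their plate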;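 note: 0% = DMSO-treated cells in low-serum medium and 100% = 10% serum control; some compounds called inactive have numbers as strong as hits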
NR3A LBD binder: NR3A (human) ligand-binding domain modulation | NR3A LBD differential scanning fluorimetry, Tm shift; 0% = protein alone, 100% = glycine-bound protein | actives 2.5% (n = 340,000) | Tm shift relative to glycine control, % at 25 µM;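 active = melting temperature shift of at least 10% of the positive control shift, at one fixed dose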
MPTP block: permeability transition pore inhibition; actives 1.4% (n = 360,000); isolated mouse mitochondria, Ca2+ swelling absorbance, 30 min; inhibition, % at 10 µM;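 active = inhibition of 50% or more, scaled per plate between neutral and stimulator controls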;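 note: 0% = DMSO wells given calcium and 100% = 1 mM EGTA wells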
hIAP act: increases human intestinal alkaline phosphatase activity | AID 2524 | purified human IAP, CDP-Star luminescence, 30 min; hits give high values; 1 = vehicle-only enzyme, 0 = enzyme-free background | activation factor at 10 µM | P09923 | actives 0.16% (n = 330,000);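 active = activation factor of the enzyme at least 2-fold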; note: the source names both 10 and 20 µM as test concentration; values of inactives mirror those of a sister screen read the other way
APOBEC3G inh: APOBEC3G (human) deaminase inhibition; Q9HC16; recombinant A3G, ssDNA deamination FAM/TAMRA fluorescence; inhibition, % at 20 µM; actives 0.28% (n = 330,000);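 active = inhibition of at least 40% at 20 µM, with no more than 30% in the related APOBEC3A deaminase screen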;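 note: plate controls were DMSO wells with A3G for no effect and wells lacking A3G enzyme for full effect; some compounds called inactive have numbers as strong as hits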
Target sequence (Q9HC16 whole entry, looked up): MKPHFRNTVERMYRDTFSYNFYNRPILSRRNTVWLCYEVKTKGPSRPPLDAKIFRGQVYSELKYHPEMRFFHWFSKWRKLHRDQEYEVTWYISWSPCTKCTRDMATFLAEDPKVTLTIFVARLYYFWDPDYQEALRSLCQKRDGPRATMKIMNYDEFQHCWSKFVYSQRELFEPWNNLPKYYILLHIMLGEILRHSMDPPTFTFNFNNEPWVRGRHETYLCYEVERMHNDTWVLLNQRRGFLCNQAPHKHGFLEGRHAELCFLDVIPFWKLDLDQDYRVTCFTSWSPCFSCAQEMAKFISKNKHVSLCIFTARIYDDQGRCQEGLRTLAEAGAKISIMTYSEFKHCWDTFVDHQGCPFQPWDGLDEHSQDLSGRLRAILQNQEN
mIAP activ: increases mouse intestinal alkaline phosphatase activity | muIAP, CDP-Star luminescence, 30 min; hits give high values; 1 = vehicle-only enzyme signal, 0 = enzyme-free wells | activation factor at 10 µM | actives 0.24% (n = 330,000) | AID 2805;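 active = activation factor of at least 2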; note: the source names both 10 and 20 µM as test concentration; values of inactives mirror those of a sister screen read the other way
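System: Mouse IAP enzyme | Also added: CDP-Star substrate | Dosing: Compounds dispensed in DMSO | Schedule: 30 min enzyme-substrate-compound incubation at room temperature | Technique: Chemiluminescence readout | Control set: DMSO-only wells and no-enzyme negative control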
* = called active by the depositor; · = no result given.

nr	mol	hIAP inh	A3A deaminase	APOBEC3G inh	mIAP activ	beta cell repl	NR3A LBD binder	mIAP inh	hIAP act	MPTP block
1	CCOC(=O)CSc1nnc(Cc2ccccc2)n1CC1CCCO1 (stereo unspecified)	-11	-1	1	1.1	-2	-1	-6	1.1	-1.2
2	CCOC(=O)c1ccc(S(=O)(=O)N2CCC(N3CCCCC3)CC2)cc1	-9	1	1	0.89	-4	-1	11	1.1	-0.9
3	NC(=O)C1CCN(C(=O)Nc2csc3ccccc23)CC1	1	0	-4	1	4	1	-1	0.99	3.4
4	CC(=O)c1cn(CCCCCCCn2cc(C(C)=O)c(=O)[nH]c2=O)c(=O)[nH]c1=O	-2	-3	-8	0.9	0	-2	10	1	1.2
5	COc1ccc(N(C(=O)c2snc(C(N)=O)c2N)C(C(=O)NC2CCCCC2)c2ccc(C)o2)c(OC)c1 (stereo unspecified)	5	4	3	1.1	-4	-4	-5	0.95	0.3
6	Cc1nn(C)cc1C(=O)/C=C/c1ccc([N+](=O)[O-])cc1	7	-2	-4	0.9	-4	0	10	0.93	-0.1
7	COc1ccccc1CNC(=O)CCN1C(=O)COc2ccccc21	1	4	3	1	-4	-3	-1	0.99	1.8
8	CN1CCN(C(=O)c2ccc3c(=O)n(Cc4ccc(Cl)cc4)c(=S)[nH]c3c2)CC1	-23	-3	-3	0.96	-4	-6	4	1.2	93*
9	O=C(NNC(=O)c1cccc(C(F)(F)F)c1)c1ccncc1	-4	0	-9	0.91	1	0	9	1	-0.5
10	N#CC1=C(N)Oc2n[nH]c(CSc3ccccc3)c2C12C(=O)Nc1ccccc12 (stereo unspecified)	-14	0	-4	1.1	0	2	-9	1.1	2.1
11	CCCCOC(=O)C1=C(C)Nc2ncnn2C1c1ccc(OCC)c(OC)c1 (stereo unspecified)	15	-3	-7	1.1	0	-3	-5	0.85	-0.4
12	O=C(CSc1ncccn1)N1CCN(C(=O)CSc2ncccn2)CC1	24	-3	-4	0.98	0	10	2	0.76	0.6
13	Cc1cc(-c2nnc(CCC(=O)NC(C)c3ccccc3Cl)o2)no1 (stereo unspecified)	-10	-1	-10	0.97	-6	-3	3	1.1	0.8
14	CC(C)(C)c1ccc(C(=O)c2c[nH]c(C(=O)NCCCn3ccnc3)c2)cc1	23	-1	-7	0.95	-5	1	5	0.77	7.8
15	COc1ccccc1C(=O)N/C(=C\c1ccc(Br)cc1)C(=O)NCC(=O)O	-14	0	-2	1	-2	-3	0	1.1	-0.6
16	Cc1cc(C)cc(N(CCC#N)C(=O)CSc2ncnc3sccc23)c1	5	-3	-5	0.9	-1	-1	10	0.95	-0.5
17	NC(=O)c1c(NC(=O)c2ccccc2C(=O)O)sc2c1CCCC2	-6	-4	-8	0.99	-2	-1	1	1.1	-0.7
18	COc1ccc(-c2ccc3c(c2)S(=O)(=O)c2cccc(C(=O)NC4CCCCC4)c2C3=O)cc1OC	-45	-1	-1	1.1	-3	3	-9	1.5	-3.4
19	O=C(COc1ccc([N+](=O)[O-])cc1)Nc1nnc(-c2cccnc2)s1	0	17	7	0.93	-4	2	7	1	4.8
20	CCOC(=O)c1cnc(SCC(=O)Nc2cc(C(F)(F)F)ccc2N2CCOCC2)nc1N	1	-2	-2	0.91	0	1	9	0.99	-0.9
21	COc1ccc(CN(C)C(=S)Nc2ccc(Cl)cc2)cc1	-1	-1	-3	1.2	0	2	-17	1	-1.9
22	CCOC(=O)c1c(C)nc2c(c1-c1ccccc1)C(=O)CC(C)(C)C2	2	1	-1	0.99	3	-1	1	0.98	-0.4
23	O=C(CSC(=S)N1CCCC1)N/N=C/c1c(O)[nH]c(=S)[nH]c1=O	-71	0	0	0.75	-4	0	25	1.7	-16
24	CC(Sc1nc2ccccc2c(=O)n1CC1CCCO1)C(=O)N(C)Cc1ccccc1 (stereo unspecified)	12	1	-3	0.99	4	0	1	0.88	1.5
25	CCC(C)C(NC(=O)OC(C)(C)C)C(=O)NC(C(=O)N1CCCC1C(N)=O)C(C)CC (stereo unspecified)	-11	-5	-8	0.88	-1	-1	12	1.1	1.3
26	Cc1cc(C)c2sc(NC(=O)c3ccc([N+](=O)[O-])o3)nc2c1	3	-1	3	0.82	-7	15*	18	0.97	4.1
27	Cc1c(NC(=S)NC(=O)C2CCCCC2)c(=O)n(-c2ccccc2)n1C	7	1	2	1	0	0	-2	0.93	0.2
28	CCN(CC(=O)Nc1ccc(Br)cc1)C(=O)Cc1cccc(F)c1	-14	1	-7	1.1	-2	-6	-6	1.1	0.9
29	CC(C)CN(C(=O)c1ccco1)c1nc2ccccc2s1	3	1	-5	0.9	-2	-1	10	0.97	-0.4
30	Cc1cc(NC(=O)C2(c3ccccc3)CCCC2)no1	8	2	-2	1.1	0	0	-7	0.92	0.0
31	O=C(Oc1ccccc1)c1ccccc1OS(=O)(=O)c1ccccc1	3	1	1	1.1	2	0	-6	0.97	0.0
32	COc1ccccc1NS(=O)(=O)c1cccc(C(=O)N/N=C/c2ccc(N3CCOCC3)cc2)c1	-7	-1	-5	0.93	-2	-16	7	1.1	0.7
33	COC(=O)c1ccc(Cl)c(NC(=O)CN2CCN(Cc3ccccc3)CC2)c1	-14	0	-2	0.87	3	1	13	1.1	-0.8
34	COc1ccc2oc(C(=O)OCC(=O)N3CCN(c4ccccc4)CC3)c(C)c2c1	-1	-1	-5	1	-7	3	0	1	-0.3
35	CC(=O)C(Cc1ccccc1)NC(=O)COC(=O)c1cccc(C)c1[N+](=O)[O-] (stereo unspecified)	0	0	-3	0.97	-3	1	3	1	-1.4
36	O=C(Nc1ccc(Cl)cc1)C(c1ccccc1)N(CCO)CCO (stereo unspecified)	-6	-1	-9	0.97	0	2	3	1.1	2.4

Filtered by structure, those above with a COOH group (2)
nr	mol	hIAP inh	A3A deaminase	APOBEC3G inh	mIAP activ	beta cell repl	NR3A LBD binder	mIAP inh	hIAP act	MPTP block
15	COc1ccccc1C(=O)N/C(=C\c1ccc(Br)cc1)C(=O)NCC(=O)O	-14	0	-2	1	-2	-3	0	1.1	-0.6
17	NC(=O)c1c(NC(=O)c2ccccc2C(=O)O)sc2c1CCCC2	-6	-4	-8	0.99	-2	-1	1	1.1	-0.7

(further entries)
nr	mol	hIAP inh	A3A deaminase	APOBEC3G inh	mIAP activ	beta cell repl	NR3A LBD binder	mIAP inh	hIAP act	MPTP block
37	Cc1ccc(NC(=O)[C@@H](CC(C)C)NC(=O)[C@@H]2Cc3ccccc3CN2)cc1	-38	-8	-8	1	-3	-1	-5	1.4	-0.2
38	CCOC(=O)c1cnc2ccc(Cl)cc2c1NCCN(C)C	5	2	-2	1	1	0	-4	0.95	0.3
39	Cc1ccc(C(=O)COC(=O)c2cnccn2)cc1	-12	0	-11	0.96	-1	0	4	1.1	0.5
40	CC(=O)N1CCOc2ccc(S(=O)(=O)N3CCCCC3)cc21	-6	0	-4	0.98	2	1	2	1.1	-0.9
41	COc1cc(Br)cc(Br)c1OCC(=O)N/N=C/c1c(C)n(C)n(-c2ccccc2)c1=O	-18	-1	-2	0.98	-3	-5	2	1.2	-7.3
42	NC[C@@H]1O[C@H](O[C@H]2[C@@H](O)[C@H](O[C@@H]3[C@@H](O)[C@H](N)C[C@H](N)[C@H]3O[C@H]3O[C@H](CO)[C@@H](O)[C@H](O)[C@H]3N)O[C@@H]2CO)[C@H](N)[C@@H](O)[C@@H]1O	0	-4	-5	0.94	4	·	6	1	·
43	CN(c1ccc(C(=O)NC2CCCC2)cc1)S(=O)(=O)c1ccccc1	6	-5	-11	0.96	-4	0	4	0.94	2.2
44	CC(C)(C)c1ccc(NC(=O)COC(=O)CCN2C(=O)c3cccc([N+](=O)[O-])c3C2=O)cc1	4	1	-3	0.95	-1	-7	5	0.96	0.8
45	Cc1ccc(/C(O)=C2\C(=O)C(=O)N(C)C2c2cccc([N+](=O)[O-])c2)cc1 (stereo unspecified)	10	3	6	0.99	1	-2	1	0.9	-0.1
46	[O-]/[N+](=C\c1cccc(Br)c1)c1ccccc1	-4	-3	-7	0.94	-1	-2	6	1	1.4
47	CN1CCN(c2ccccc2NC(=O)COc2ccc(C3CCCCC3)cc2)CC1	6	1	-2	0.97	-7	2	3	0.94	1.2
48	O=C(N/N=C/c1cccs1)C(O)c1ccccc1 (stereo unspecified)	-14	-4	-5	0.97	4	1	3	1.1	1.3
49	Cc1ccc(N2CN(CCc3ccccc3)CNC2=S)cc1	-6	-5	-4	1.1	-4	-1	-5	1.1	-0.1
50	CCOC(=O)c1sc(NC(=O)Cc2ccc(F)cc2)nc1C	-11	1	-12	0.95	3	1	5	1.1	-4.9
51	CCCCCC1CC(=O)N(Cc2ccccc2)C(=O)N1 (stereo unspecified)	-15	-14	-5	0.94	-3	-2	6	1.2	-1.4
52	CCCC12CN3CC(C)(CN(C1)C3c1ccco1)C2=O (stereo unspecified)	2	6	-3	1	5	-1	-4	0.98	-0.7
53	Cc1ccc(-n2c(SCC(=O)N3CCOCC3)nnc2-c2ccncc2)cc1	-3	-6	-4	1	-1	3	-1	1	-0.9
54	Cc1cc(OCC(=O)Nc2ccc3c(c2)OCCO3)ccc1Cl	-23	0	0	1.1	-4	-10	-11	1.2	-2.2
55	C/C(=N/NC(=O)CNC(=O)CCc1ccccc1)c1ccc(Cl)c(Cl)c1	-8	-2	-5	1	-2	-2	-1	1.1	0.0
56	CC(C)n1c(NCc2cc(Cl)ccc2O)nc2ccccc21	3	0	-2	1.4	-5	-1	-40	0.97	4.6
57	CC(C)(C)C(=O)NCCN1CCN(C(=O)C(C)(C)C)CC1	7	4	-5	0.97	-1	673*	3	0.93	0.4
58	O=c1c(C(c2ccccc2)c2c(O)nc3n(c2=O)CCS3)c(O)nc2n1CCS2	-8	0	-2	0.96	2	1	4	1.1	1.8
59	COc1ccc(CNC(=O)CN2C(=O)NC(C)(c3cccc(Br)c3)C2=O)cc1 (stereo unspecified)	-12	0	17	1.1	-5	0	-11	1.1	-0.1
60	N#Cc1c(-c2ccccc2Cl)noc1/C=C/Nc1ccc(C(=O)O)cc1	-10	-5	-6	0.92	-1	-28	8	1.1	2.6
61	CC(C)CNS(=O)(=O)c1ccc(S(=O)(=O)N2CCC3(CC2)OCCO3)cc1	6	-3	-8	0.93	1	-10	7	0.94	-0.5
62	CCCCN(Cc1ccco1)C(=O)Cn1ncc2c(=O)oc3ccc(C)cc3c21	-6	2	10	1	-5	-2	-2	1.1	0.3
63	CNS(=O)(=O)c1ccc(Cl)nc1	9	-3	-5	0.94	-2	-2	6	0.91	0.2
64	O=S(=O)(c1ccc2c(c1)CCCC2)N1CCNCC1	4	0	1	1	-2	0	-4	0.96	0.2
65	Cc1ccnc(-n2c(CCN3C(=O)c4ccccc4C3=O)nc3ccccc3c2=O)c1	6	1	2	0.98	-2	1	2	0.94	-2.0
66	CCc1cc(Cn2nc(-c3ccccc3C)cc2C(=O)O)on1	15	-2	-8	1.1	1	0	-6	0.85	2.0
67	Cc1ccc(C(=O)Nn2c(O)c(C=C3N=c4ccccc4=N3)sc2=S)cc1	19	0	-11	0.69	-4	27*	31	0.81	-1.2
68	Cc1ccccc1-n1ncc2c1CC(C)(C)CC2NC(=O)CCN1CCCCC1=O (stereo unspecified)	2	2	0	0.99	1	-1	1	0.98	-0.6
69	COc1ccc(-n2c(N)c(C(=O)NCC3CCCO3)c3nc4ccccc4nc32)c(OC)c1 (stereo unspecified)	-30	8	-1	1.1	-2	-17	-12	1.3	0.4
70	O=C(COC(=O)C1CCN(C(=O)c2ccc(Cl)cc2)CC1)Nc1ccccc1F	16	-1	-4	0.95	3	0	5	0.84	-0.4
